# Screening data as filed in PubChem BioAssay.
# NTR1 agonist: agonists of NTR1, primary screen, imaging, U2OS cells, beta-arrestin-GFP, high content (AID 493036); NTR1-U2OS beta-arrestin-GFP spot imaging, agonist mode; 330,000 tested, 0.17% active; activation, % at 20 µM; Neurotensin receptor type 1 (Homo sapiens), P30989;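 active = activation at or above 40% of the spot to cytoplasm intensity ratio, with at least 20 cells analyzed; inconclusive = wells under 20 cells, flagged as cytotoxic or low count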;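 also: 0% = DMSO without peptide and 100% = 100 nM NTR1 peptide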
# Target sequence (P30989 whole entry, looked up): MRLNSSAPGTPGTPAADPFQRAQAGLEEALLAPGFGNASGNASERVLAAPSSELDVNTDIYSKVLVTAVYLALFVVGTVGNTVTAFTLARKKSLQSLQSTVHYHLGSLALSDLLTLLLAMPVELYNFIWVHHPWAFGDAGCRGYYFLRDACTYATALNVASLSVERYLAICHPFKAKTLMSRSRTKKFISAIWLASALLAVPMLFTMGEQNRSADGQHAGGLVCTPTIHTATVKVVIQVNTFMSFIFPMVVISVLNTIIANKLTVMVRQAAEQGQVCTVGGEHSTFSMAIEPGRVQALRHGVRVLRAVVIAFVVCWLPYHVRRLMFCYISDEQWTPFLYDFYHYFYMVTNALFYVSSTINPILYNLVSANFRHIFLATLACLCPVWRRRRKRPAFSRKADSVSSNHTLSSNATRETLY
# Yfh1-off respiration: enhancers of respiration in Yfh1-depleted yeast, dose response, Friedreich's ataxia, plus single-dose screen (AID 1465); 220,000 tested, 0.074% active; fold induction at 50 µM, or EC50 in µM where a hit was titrated; S. cerevisiae Yfh1-off respiration, WST-1 reduction, 72 h; higher fold induction means a stronger effect;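 active = fold induction of absorbance versus untreated yeast above a set limit, then at least 30% activation at any dose in follow-up; inconclusive = repeats straddling the limit, or above it without dose testing; inactive = fold induction below the set limit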;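 also: activators that raise dye reduction in frataxin-depleted yeast; strong numbers were not always called active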
# GPR55 beta-arrestin: GPR55 agonists via beta-arrestin recruitment, primary screen, imaging, U2OS cells, beta-arrestin-GFP redistribution (AID 1961). 290,000 tested, 0.048% active. activation, % at 10 µM, or EC50 in µM where a hit was titrated. G-protein coupled receptor 55 (Homo sapiens). U2OS GPR55 beta-arrestin-GFP redistribution imaging; higher % means a stronger effect;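 active = activation above 40% with more than 50 cells counted in the well; inconclusive = wells holding fewer than 50 cells, flagged as toxic or sparse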;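 also: U2OS osteosarcoma cells stably expressing GPR55 and beta-arrestin-GFP; plate controls were DMSO negative control for no effect and LPI positive control for full effect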
# NS5 inhibitors: Dengue-2 NS5 methyltransferase inhibitors, primary screen, biochemical, confirmation dose response (AID 588689); Genome polyprotein (Dengue virus type 2 (strain 16681-PDK53)); Dengue-2 NS5 methyltransferase capping enzyme assay, biochemical; higher % means a stronger effect; inhibition, % at 25 µM; hits with a dose series show IC50 in µM; 340,000 tested, 0.3% active; in the data active = a potency from the dose series; inconclusive = inhibition above about 29% without an active follow-up result
# Large T inhibition: SV40 large T antigen inhibitors, biochemical (AID 1903); SV40 large T antigen ATPase/helicase inhibition assay; higher % means a stronger effect; inhibition, % at 20 µM; hits with a dose series show IC50 in µM; 310,000 tested, 0.39% active; in the data active = a potency from the dose series; inconclusive = inhibition mostly from about 32% at the one dose, without a potency; inactive = the rest, 99 in 100 with inhibition below about 32%; also: strong numbers were not always called active
# GPR55 LPI antagonism: GPR55 antagonists blocking LPI-driven arrestin recruitment, primary screen, imaging, U2OS, beta-arrestin-GFP, LPI agonist (AID 2013); G-protein coupled receptor 55 (Homo sapiens); U2OS GPR55 beta-arrestin-GFP translocation imaging, LPI antagonism; higher % means a stronger effect; inhibition, % at 10 µM, or IC50 in µM where a hit was titrated; 290,000 tested, 0.13% active;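 active = spots per cell inhibited over 60%, with over 100 cells counted and total cytoplasm intensity under 500,000; inconclusive = wells with under 100 cells, flagged as likely toxic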;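 also: U2OS cells stably carrying GPR55 and arrestin-GFP stimulated by 5 µM LPI near EC80; imaged beta-arrestin-GFP aggregate spots per cell after agonist stimulation; plate controls were LPI-stimulated DMSO wells for no effect and DMSO wells without LPI for full effect; some results filed as inactive read as strong as hits; confirmed hits need IC50 under 10 µM and bright autofluorescent wells are also inconclusive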
# AID2073: inhibitors of Mint1-CaV2.2 protein interaction, biochemical, HTRF (AID 2073); HTRF protein-protein interaction, Mint1-CaV2.2; higher % means a stronger effect; 290,000 tested, 0.19% active; Voltage-dependent N-type calcium channel subunit alpha-1B (Homo sapiens); inhibition, % at 20 µM; hits with a dose series show IC50 in µM; in the data active = inhibition mostly above about 51%, no sharp cut-off; inconclusive = no clear call, values can overlap the other calls; inactive = mostly below about 53%; also: some results filed as inactive read as strong as hits
# GPR35 antagonists: GPR35 antagonists blocking zaprinast-driven arrestin recruitment, primary screen, imaging, U2OS, beta-arrestin-GFP, zaprinast agonist (AID 2058); G-protein coupled receptor 35 (Homo sapiens); U2OS GPR35 beta-arrestin-GFP translocation imaging, zaprinast antagonism; higher % means a stronger effect; inhibition, % at 10 µM, or IC50 in µM where a hit was titrated; 290,000 tested, 0.052% active;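 active = inhibition of at least 50% with at least 30 cells and total cytoplasm GFP at most 10,000,000; inconclusive = under 30 cells or total GFP of 10,000,000 plus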
# MgcRacGAP inhibition: MgcRacGAP GTPase-activating activity inhibitors, confirmation, biochemical, ADP Hunter fluorescence; one-dose inhibition, % at 30 µM; IC50 in µM for titrated hits; MgcRacGAP-stimulated Rac1 GTP hydrolysis, ADP Hunter fluorescence; higher % means a stronger effect; GST-tagged Rac1 F28L mutant substrate; 340,000 tested, 0.6% active; Rac GTPase-activating protein 1 (Homo sapiens);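 active = first-screen hits whose inhibition reached a set limit at any dose in the follow-up dose series; inconclusive = inhibition above the set first-screen limit but never retested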;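 also: fluorescence reports GDP produced by GAP-driven GTP hydrolysis; strong numbers were not always called active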
# NTR1 agonist cell count 20 µM: second read-out of NTR1 agonist, no call of its own (marks repeat the call); cell count; measured here: cell count, cytotoxicity flag
# NS5 inhibitors pilot replicate: also measured in NS5 inhibitors; calls as there; inhibition, %; measured here: pilot screen replicate inhibition
# * marks the source's active call; other numbers are inactive results; i = inactive; ? = inconclusive; nt = not tested or not shown.
SMILES,NTR1 agonist,NTR1 agonist cell count 20 µM,Yfh1-off respiration,GPR55 beta-arrestin,NS5 inhibitors,Large T inhibition,GPR55 LPI antagonism,AID2073,GPR35 antagonists,MgcRacGAP inhibition,others
Cc1ccccc1-n1c2nc(=O)n(C)c(=O)c-2cc2ccccc21,3.0,52,i,0.4%,-7%,6%,-3%,7%,0%,5%,
N#C/C(=C\c1cn(Cc2ccccc2F)c2ccccc12)C(=O)NCc1ccco1,2.9,47,i,-0.3%,-1%,12%,-9%,35%,-5%,4%,
CCCN(CCC)C(=O)CC(c1ccccc1)c1cc(C)ccc1O (stereo unspecified),2.3,49,i,-0.1%,-8%,14%,63%,-3%,-2%,5%,
O=C1CCCC2=C1C(c1c(Cl)nc3sccn13)C1=C(CCCC1=O)N2,nt,nt,nt,-0.1%,nt,nt,2%,-2%,-4%,nt,
Cc1cc2c(s1)CCCCC(=O)N2,0.0,33,i,-2.3%,1%,5%,9%,-5%,5%,10%,
N#Cc1c(N)nc2c(c1-c1ccc(Br)s1)CCCC2,-1.6,57,i,-0.1%,-1%,1%,5%,43%,-2%,5%,
O=C(O)CCCn1cc(NC(=O)COc2ccccc2F)cn1,0.4,56,nt,nt,-10%,0%,-3%,28%,5%,-2%,
COc1cc(OC)c(OC)cc1CN1CCCC(C(=O)c2ccccc2SC)C1 (stereo unspecified),-0.2,46,i,0.2%,2%,3%,11%,11%,6%,7%,
O=C(NCCOC(=O)c1ccc(Cl)cc1)c1cccnc1,-2.1,50,i,-0.1%,-8%,-3%,-3%,-4%,-5%,0%,
Cc1nc(SCC(=O)c2cc3ccccc3oc2=O)c(C#N)c(-c2ccccc2)c1C(=O)Nc1ccccc1,3.6,65,i,0.2%,6%,11%,4%,26%,4%,9%,
COC(=O)CSc1nnc(-c2sc3ccccc3c2Cl)o1,4.0,66,i,0.0%,6%,16%,4%,2%,-3%,1%,
O=C(COC(=O)/C=C/c1ccc(Cl)cc1)Nc1ccc2c(c1)OCCO2,1.5,72,i,0.6%,5%,8%,6%,6%,-7%,-7%,
CNC1=CC(=O)CC(c2ccccc2)C1 (stereo unspecified),1.3,44,i,-0.3%,-8%,0%,9%,-5%,-11%,0%,
Cn1c(N)c(S(=O)(=O)NCc2ccccc2Cl)c(=O)n(C)c1=O,-2.6,71,i,-0.4%,-9%,1%,2%,?,-1%,5%,
CC(=O)c1cccc(NC(=O)CSc2ccc(-c3ccco3)nn2)c1,0.8,61,nt,0.3%,1%,14%,-2%,25%,6%,10%,
CCOP(=O)(c1ccc(N(C)C)cc1)C(O)c1ccccc1F (stereo unspecified),1.8,87,nt,0.6%,1%,29%,20%,18%,6%,6%,
O=C(CSc1ccccc1)NCc1ccccn1,-2.1,39,i,-0.2%,0%,8%,2%,30%,-2%,10%,
O=C(O)c1ccccc1CSc1nc2ccccc2[nH]1,1.0,40,nt,0.2%,0%,-7%,-4%,-2%,3%,7%,
COc1ccc(OC)c(/C=C2\SC(=S)N(Cc3cccnc3)C2=O)c1,3.9,46,i,-0.3%,nt,11%,6%,14%,nt,2%,
COc1cccc(N2CCN(C(=S)Nc3cccc(C)c3)CC2)c1,-3.2,94,i,0.0%,-7%,17%,14%,-24%,-4%,6%,NS5 inhibitors pilot replicate=-7.3
O=C(c1cc2c(s1)CCCC2)N1CCN(C(=O)C2CCCO2)CC1 (stereo unspecified),-0.5,71,i,-0.1%,4%,0%,-6%,5%,-8%,13%,
Cc1cc(C)c(C#N)c(N2CCN(S(=O)(=O)Cc3ccccc3)CC2)n1,3.7,57,nt,0.3%,2%,8%,13%,1%,-1%,8%,
COc1ccc(CNCc2ccncc2)c(OC)c1,-1.5,59,nt,-0.1%,nt,-4%,-10%,10%,7%,5%,
COc1ccc(-c2cc(CNC(C)=O)on2)cc1,2.0,41,i,0.0%,1%,3%,3%,5%,1%,6%,
O=C(CCN1c2ccccc2Sc2ccccc21)OCc1nnc(-c2ccccc2)o1,-1.0,58,i,0.1%,-6%,15%,4%,-6%,-1%,15%,
SMILES,NTR1 agonist,NTR1 agonist cell count 20 µM,Yfh1-off respiration,GPR55 beta-arrestin,NS5 inhibitors,Large T inhibition,GPR55 LPI antagonism,AID2073,GPR35 antagonists,MgcRacGAP inhibition,others
Cc1nnc(SCc2cc(=O)[nH]c(/N=C(\N)Nc3ccccc3)n2)s1,0.2,54,i,0.4%,-5%,16%,-2%,9%,-1%,-9%,
O=S(=O)(N/N=C/c1ccc(Cl)cc1)c1ccc(Cc2ncc(C(F)(F)F)cc2Cl)s1,-1.3,65,i,0.0%,-2%,19%,6%,-4%,4%,4%,
COc1ccc(CNC2CCN(Cc3ccccc3)CC2)cc1,-1.2,58,nt,-0.3%,-11%,7%,11%,17%,3%,3%,
O=C(COC(=O)C1CCN(/C=C/C(=O)C(F)(F)F)CC1)Nc1cccc(F)c1,2.4,83,i,0.0%,5%,4%,-1%,8%,11%,8%,
NNC(=O)c1sccc1OCc1cccc(C(F)(F)F)c1,0.7,40,i,-0.5%,-1%,22%,3%,2%,19%,-4%,
CC(=O)N1CCN(c2ccc(NC(=O)c3cccc(OCc4ccccc4)c3)cc2)CC1,1.7,52,i,-0.2%,nt,8%,2%,-3%,-3%,10%,
Cc1nn(C)cc1C(C(=O)NC1CCCCC1)N(C(=O)Cc1cccs1)c1ccc(F)cc1 (stereo unspecified),0.3,48,i,0.1%,2%,10%,6%,-2%,-11%,-18%,
CC(=O)/C(=N\Nc1ccc(C)cc1)Sc1nncn1C,-0.2,39,i,-0.3%,0%,14%,7%,-32%,4%,6%,
COc1ccc(S(=O)(=O)NCC2CCCN(C(=O)c3ccco3)C2)cc1 (stereo unspecified),1.2,24,i,-0.3%,-5%,3%,-11%,-6%,-2%,1%,
O=C(CN1C(=O)NC(Cc2ccccc2)C1=O)Nc1ccc(OC(F)F)cc1 (stereo unspecified),-0.7,77,nt,nt,4%,18%,nt,nt,nt,-4%,
CCCOn1nnnc1-c1ccccc1,-1.6,51,i,0.1%,4%,-1%,3%,10%,-1%,8%,
O=C(N/N=C/c1cccnc1)c1cc2ccccc2cc1O,0.5,69,nt,-0.1%,-3%,26%,8%,12%,-4%,16%,
COc1ccc(NC(=O)COc2ccccc2)cc1NC(=O)c1ccco1,1.6,51,nt,0.2%,-1%,8%,-2%,5%,0%,9%,
CCC(C)NC(=O)c1cc(-c2ccccc2O)on1 (stereo unspecified),-2.3,57,i,-0.2%,-1%,6%,-4%,2%,-10%,5%,
COc1ccc(OC)c(CN2CCN(C(=O)CN3C(=O)NC4(CCCC4)C3=O)CC2)c1,0.0,48,nt,nt,4%,19%,nt,nt,nt,5%,
CCOC(=O)c1ccsc1NC(=O)c1ccco1,1.6,58,nt,-0.1%,3%,21%,-9%,13%,-11%,1%,
Cc1nc2ccc(-c3ccccc3)cc2o1,-1.2,48,i,0.4%,2%,22%,-6%,-7%,1%,-3%,
COc1nc2ccccc2nc1N1CCN(c2ccc(F)cc2)CC1,6.0,86,nt,-0.1%,-3%,19%,8%,14%,-19%,9%,
O=C1CCCc2[nH]c3cccc(/C(=C/c4ccccc4)c4ccccc4)c3c21,-0.6,82,nt,-0.3%,0%,12%,13%,3%,7%,12%,
CCc1ccc(NC(=O)Cn2c(=O)n(CCC(=O)NC3CCN(Cc4ccccc4)CC3)c(=O)c3ccccc32)cc1,-0.2,59,i,-1.9%,0%,2%,9%,10%,-11%,7%,
C/C=C/COC(=O)C1=C(C)NC(=O)NC1c1ccc2c(c1)OCO2 (stereo unspecified),-0.2,47,nt,1.7%,-2%,6%,-1%,2%,9%,3%,
CC(=O)c1ccccc1OCC(O)CN1CCN(C(c2ccccc2)c2ccccc2)CC1 (stereo unspecified),-0.8,39,i,-0.1%,1%,2%,-5%,5%,4%,7%,
C=CCn1cccc(C(=O)Nc2ccc(F)cc2)c1=O,-0.9,84,nt,-0.1%,-1%,6%,-3%,14%,-13%,11%,
C[C@@H](CN1C2=NC[C@H](Cc3ccc(O)cc3)N2C[C@H]1Cc1ccc(O)cc1)NC(=O)CCC1CCCCC1,6.1,57,i,?,1%,13%,2%,0%,2%,7%,
O=C1COc2ccc(C(=O)CSc3nnc(Cc4cccs4)n3-c3ccccc3)cc2N1,2.4,74,i,0.2%,-14%,-5%,8%,-16%,9%,4%,
Cc1noc(C)c1CSc1nnc2ccccn12,-0.8,57,i,-0.2%,-3%,6%,11%,18%,6%,9%,
COC(=O)c1cn(NC(=O)c2ccccc2[N+](=O)[O-])c(=O)c2ccccc12,-1.1,58,i,-0.8%,-1%,2%,11%,6%,-11%,5%,

# Arranged by number of heavy atoms (falling): 6 of the compounds above.
SMILES,NTR1 agonist,NTR1 agonist cell count 20 µM,Yfh1-off respiration,GPR55 beta-arrestin,NS5 inhibitors,Large T inhibition,GPR55 LPI antagonism,AID2073,GPR35 antagonists,MgcRacGAP inhibition,others
Cc1nn(C)cc1C(C(=O)NC1CCCCC1)N(C(=O)Cc1cccs1)c1ccc(F)cc1 (stereo unspecified),0.3,48,i,0.1%,2%,10%,6%,-2%,-11%,-18%,
O=C1COc2ccc(C(=O)CSc3nnc(Cc4cccs4)n3-c3ccccc3)cc2N1,2.4,74,i,0.2%,-14%,-5%,8%,-16%,9%,4%,
O=C(COC(=O)C1CCN(/C=C/C(=O)C(F)(F)F)CC1)Nc1cccc(F)c1,2.4,83,i,0.0%,5%,4%,-1%,8%,11%,8%,
C/C=C/COC(=O)C1=C(C)NC(=O)NC1c1ccc2c(c1)OCO2 (stereo unspecified),-0.2,47,nt,1.7%,-2%,6%,-1%,2%,9%,3%,
NNC(=O)c1sccc1OCc1cccc(C(F)(F)F)c1,0.7,40,i,-0.5%,-1%,22%,3%,2%,19%,-4%,
C=CCn1cccc(C(=O)Nc2ccc(F)cc2)c1=O,-0.9,84,nt,-0.1%,-1%,6%,-3%,14%,-13%,11%,
